GAA850 FXN act – activators of GAA850 frataxin (FXN) promoter; HEK293 lucGAA850 FXN promoter luciferase reporter, 24 h; percent of 10 µM SAHA response; activation, % at 6 µM; 360,000 compounds, 0.56% hits; AID 540364;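 active = activation above the average of all compounds screened plus 3 SD, cutoff fixed separately per campaign, cut at about 7.5% in these data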;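 note: 0% = DMSO wells and 100% = 10 µM SAHA wells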
hgDAF12 agonist – activates the H. glycines DAF-12 receptor ligand-binding domain; HEK293 GAL4-hgDAF12 UAS-luciferase reporter, agonist luminescence; normalized to butyrate control; activation, % at 6.8 µM; 370,000 compounds, 1.8% hits; AID 687014;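 active = activation above a cutoff set at the mean of all screened compounds plus 3 SD, cut at about 10% in these data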;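 note: 0% = DMSO wells and 100% = sodium butyrate wells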
hcDAF12 agonist – H. contortus DAF-12 activation, primary screen. 370,000 compounds, 1.4% hits. activation, % at 6.8 µM. HEK293 hcDAF-12 lit1-tk-luc reporter, luminescence; 0% DMSO, 100% Δ7-dafachronic acid. AID 652067;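 active = activation above the mean of all tested compounds plus 3 SD, cut at about 5.5% in these data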;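 note: 100% = response to 3 µM Δ7-dafachronic acid high control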
PG9 Ab binder – PG9 antibody binding by small molecule; TR-FRET gp120-PG9 antibody binding; inhibition, % at 6.7 µM; 360,000 compounds, 0.43% hits; in the data active = inhibition above about 8.5%
NR1D1 modulator – modulates human Rev-erb alpha binding to DNA; P20393; Rev-erbα–FITC-DNA binding, fluorescence polarization, 90 min; activity, % at 10 µM; 370,000 compounds, 0.79% hits; AID 1259318;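 active = activity above about 14%, limit read from the data; passing the limit was not always enough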;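 note: 0% = DMSO wells with 35 nM protein and 100% = DMSO wells with 750 nM protein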
ssDAF12 agonist – activators of S. stercoralis DAF-12 nuclear receptor; AID 652126; activation, % at 6.8 µM; 370,000 compounds, 1% hits; HEK293 ssDAF-12/GRIP1 lit1-tk-luc reporter, luminescence; % of 3 µM dafachronic acid response;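 active = activation above the mean over all tested compounds plus 3 SD, cut at about 0.9% in these data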;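 note: 0% = DMSO-only wells and 100% = 3 µM delta7-dafachronic acid wells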
DAX1 inh-1 – inhibitors of human orphan nuclear receptor DAX1 (NR0B1). P51843. HEK293 Gal4-DAX1 luciferase reporter, luminescence. inhibition, % at 6.75 µM. 340,000 compounds, 0.99% hits. AID 504766;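 active = inhibition above the mean over all tested compounds plus 3 SD, cut at about 4.2% in these data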;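 note: 0% = DAX1-transfected cells with DMSO and 100% = empty-vector control cells with DMSO; inhibition shows as a rise in luminescence from relieved DAX1 repression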
PLC-beta3 inh – PLC-beta3 (human) inhibition, primary screen | inhibition, % at 12.2 µM | Purified PLC-beta3, fluorogenic substrate, fluorescence | 370,000 compounds, 0.18% hits | AID 720704; in the data active = inhibition above about 11%;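 note: 0% = median of compound wells on plate and 100% = full blocker control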
Target sequence (Q01970 whole entry, looked up): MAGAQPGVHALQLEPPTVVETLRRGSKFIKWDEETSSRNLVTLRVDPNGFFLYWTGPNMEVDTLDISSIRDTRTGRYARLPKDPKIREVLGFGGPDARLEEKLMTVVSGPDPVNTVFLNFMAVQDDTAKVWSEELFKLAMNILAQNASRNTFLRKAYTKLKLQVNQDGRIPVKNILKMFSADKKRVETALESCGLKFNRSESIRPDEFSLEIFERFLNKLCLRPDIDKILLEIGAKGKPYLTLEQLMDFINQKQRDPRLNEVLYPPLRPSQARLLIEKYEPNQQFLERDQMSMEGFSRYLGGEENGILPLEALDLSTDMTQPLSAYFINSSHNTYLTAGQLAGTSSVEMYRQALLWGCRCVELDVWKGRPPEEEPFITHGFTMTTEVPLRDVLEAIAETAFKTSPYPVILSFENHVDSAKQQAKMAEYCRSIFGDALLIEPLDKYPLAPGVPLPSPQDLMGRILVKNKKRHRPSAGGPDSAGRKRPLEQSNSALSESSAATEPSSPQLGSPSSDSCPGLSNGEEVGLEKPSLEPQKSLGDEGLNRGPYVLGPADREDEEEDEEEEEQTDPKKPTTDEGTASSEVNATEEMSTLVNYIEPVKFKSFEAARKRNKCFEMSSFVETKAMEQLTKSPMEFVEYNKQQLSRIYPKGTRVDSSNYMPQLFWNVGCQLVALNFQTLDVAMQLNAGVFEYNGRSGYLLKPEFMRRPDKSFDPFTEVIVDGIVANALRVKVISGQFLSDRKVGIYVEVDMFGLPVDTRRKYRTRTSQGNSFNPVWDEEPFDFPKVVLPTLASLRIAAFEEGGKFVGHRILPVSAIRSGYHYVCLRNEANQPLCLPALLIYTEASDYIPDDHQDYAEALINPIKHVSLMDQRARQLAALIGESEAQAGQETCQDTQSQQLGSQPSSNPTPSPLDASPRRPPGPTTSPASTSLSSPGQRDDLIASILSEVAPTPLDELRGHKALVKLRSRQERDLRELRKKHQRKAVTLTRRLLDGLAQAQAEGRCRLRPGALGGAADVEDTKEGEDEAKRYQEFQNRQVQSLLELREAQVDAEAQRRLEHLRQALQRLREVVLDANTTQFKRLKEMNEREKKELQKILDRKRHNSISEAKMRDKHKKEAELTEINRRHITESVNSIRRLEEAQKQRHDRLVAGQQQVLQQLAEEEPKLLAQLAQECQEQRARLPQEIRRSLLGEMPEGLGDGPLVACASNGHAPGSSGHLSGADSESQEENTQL
SMARCA2 act – increases SMARCA2 function in MMTV reporter cells; 370,000 compounds, 1% hits; activation, % at 9.1 µM; MG213 cells, MMTV-luciferase reporter, dexamethasone, overnight; in the data active = activation above about 7.8%;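 note: 0% = vehicle wells and 100% = reference activator wells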
HGIII-sPLA2 inh – Blocks human group III sPLA2 activity; Q9NZ20; QFRET BODIPY PC-A2 liposome hydrolysis, fluorescence; inhibition, % at 12.2 µM; 370,000 compounds, 0.56% hits;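 active = inhibition above mean plus 3 SD of compounds lying within the high and low control bounds, cut at about 19% in these data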;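 note: 0% = median of test compound wells and 100% = no enzyme DMSO wells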
DAX1 inh-2 – blocks DAX1 repression of SF-1 activated StAR promoter; AID 652010; 370,000 compounds, 1.1% hits; inhibition, % at 6.8 µM; HEK293T StAR-luciferase reporter, SF-1/DAX-1 repression relief;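 active = inhibition above the mean over all tested compounds plus 3 SD, cut at about 3.6% in these data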;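 note: 0% = DAX-1 cells with DMSO and 100% = cells lacking DAX-1 with DMSO; higher inhibition means more luminescence from relief of DAX-1 repression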
* marks the source's active call; other numbers are inactive results; i = inactive; · = not tested or not shown.

SMILES	GAA850 FXN act	hgDAF12 agonist	hcDAF12 agonist	PG9 Ab binder	NR1D1 modulator	ssDAF12 agonist	DAX1 inh-1	PLC-beta3 inh	SMARCA2 act	HGIII-sPLA2 inh	DAX1 inh-2
CCSc1nc2sc3c(c2c2[n+]1CC(CBr)O2)CCCC3 (stereo not drawn)	3.1	-1.1	-0.7	-1.6	-2	-1.6	·	-5	3	-6	0.3
CC(C)CC(=O)N1CCN(Cc2cccc(Cl)c2)CC1	0.1	-0.5	-2.1	0.6	-9	-0.1	0.6	1	-1	-1	-1.1
COc1ccc(NC(=O)C2(C)CCN2Cc2ccccc2Cl)cc1OC (stereo not drawn)	0.7	-1.9	-3.1	-1.3	0	-1.8	·	-3	-7	3	-1.9
Cc1cc(C)cc(N=C(NO)c2cccc([N+](=O)[O-])c2)c1	1.0	-2.0	-0.3	-1.2	-2	-0.5	0.0	1	2	-11	0.1
NCC(=O)NNC(=O)OCC1c2ccccc2-c2ccccc21	0.7	2.3	-1.1	-2.2	0	-0.3	1.0	1	-2	5	0.1
CCOc1ccc(NC(=O)CN(C)C(=O)c2csc3c2CCCC3)cc1OCC	2.3	2.1	1.8	-2.4	2	-0.7	0.2	-8	-3	-3	-0.6
CC1N(C(=O)N(C)C)CCN1S(=O)(=O)c1ccccc1 (stereo not drawn)	1.2	0.0	0.4	0.0	5	-0.7	-0.1	0	-3	2	0.4
[O-]/C(=C(\C(=S)Nc1ccccc1F)[n+]1ccccc1)c1ccc(-c2ccccc2)cc1	3.9	9.7	2.3	-0.1	-1	0.3	0.8	-13	6	6	2.1
OCC1(Cc2ccccc2)CCN(Cc2cnn(-c3ccccc3F)c2)CC1	1.3	-2.1	-2.4	-3.2	2	-1.3	0.0	-3	-3	-5	0.0
CCOc1ccc(N(C)S(=O)(=O)c2ccc(C)c(C(=O)OCC(=O)c3c[nH]c4ccccc34)c2)cc1	0.1	1.6	4.8	-1.4	10	0.1	-1.2	1	-3	-2	0.0
CCOC(=O)c1c(NC(=O)CCl)sc(CN(C)C)c1-c1ccccc1	1.0	1.0	-2.0	-1.6	1	-0.5	-0.8	6	-2	1	-1.1
COc1ccc(C2=NN(C(=O)c3ccccc3)C(c3ccc(OC)c(OC)c3)C2)c(O)c1 (stereo not drawn)	0.9	-0.2	-0.9	0.7	4	-1.1	-0.3	-8	0	-3	0.2
Cc1cc(NS(=O)(=O)c2ccc(NC(=O)C(c3ccccc3)c3ccccc3)cc2)no1	0.9	-1.0	-0.4	-1.5	5	-1.0	0.6	1	-4	-75	1.4
O=C(Nc1nnc(C23CC4CC(CC(C4)C2)C3)s1)c1ccc(N2C(=O)CCC2=O)cc1	1.1	-2.2	0.0	0.5	4	-1.3	-0.1	4	1	0	1.4
Cc1ccc(-c2cc(C(=O)N/N=C/C=C/c3ccccc3)n[nH]2)o1	1.1	1.2	-2.7	-3.1	2	-1.5	0.8	-2	-3	-16	-0.6
Cc1ccc(NC(=O)CN2C(=O)N/C(=C/c3cc(C)n(-c4ccc(C(=O)O)cc4)c3C)C2=O)cc1	1.6	-0.3	-2.0	-3.1	-8	-1.5	0.7	-34	2	-15	-0.2
O=C1/C(=C/c2ccc(F)c(F)c2)CSc2sccc21	0.1	2.1	0.5	-2.5	·	-1.3	-0.4	0	1	1	-0.7
CCN1CCN(C(=O)NC(c2ccc(C)c(F)c2)C(Cl)Cl)CC1 (stereo not drawn)	1.3	4.3	2.0	-3.0	5	0.0	2.3	-1	-1	6	-0.4
CCOc1cc2c3c(c1)C(C)CC(C)(C)N3C(=O)C2=O (stereo not drawn)	2.0	-0.2	-0.2	-11	-1	-1.4	0.4	-1	1	6	-0.9
CC(Sc1ncccn1)C(=O)Nc1ccc2c(c1)OCCO2 (stereo not drawn)	-0.5	-1.2	-1.6	0.5	-3	-0.9	0.2	-6	1	7	0.1
COc1cc(/C=N/n2c(-c3ccccc3)n[nH]c2=S)cc(OC)c1O	2.5	0.2	-1.1	0.2	-2	-0.7	1.2	-10	-3	13	-0.6
O=S(=O)(c1ccccc1)n1cc(-c2cccc3nccn23)c2ccccc21	2.9	-1.5	0.5	-1.6	16	-0.9	·	-27	-3	-1	-0.1
CC(=O)c1ccc(N2CCN(C3CCC(C(C)(C)C)CC3)CC2)cc1 (stereo not drawn)	2.6	1.4	-1.2	-1.0	6	-0.5	-0.6	-20	-1	2	0.3
Cc1ccccc1NC(=O)/C(C#N)=C/c1ccc(-c2ccc(Cl)c(C(=O)O)c2)o1	1.2	1.2	0.3	-5.1	8	-1.3	1.4	-27	1	-3	0.5
Cc1ccn(-c2ccc(NC(=O)c3cccs3)cc2)n1	2.4	17*	4.9	-1.9	-3	0.1	0.0	-9	8.0*	0	2.9
Cc1noc(C)c1S(=O)(=O)N1CCC(C(=O)N2CCN(c3ccccc3Cl)CC2)CC1	-1.7	-2.7	-1.8	-2.2	-1	-1.6	-2.0	0	-1	-12	-1.5
CCOC(=O)N1CCN(S(=O)(=O)c2c[nH]c(C(=O)OC)c2)CC1	-0.2	2.4	0.4	0.6	1	-1.1	-0.2	-4	-1	9	-1.6
CC1(C)CC(=O)C(C=NCCN2CCN(C3CC(=O)N(c4ccc(Cl)c(Cl)c4)C3=O)CC2)=C(O)C1 (stereo not drawn)	0.4	-3.1	-1.0	-2.0	7	-1.3	0.6	-16	-2	-4	-0.9
CCN(CC)CCCNc1nc2cc(OC)c(OC)cc2c2nc(-c3ccccc3)nn12	2.0	0.1	2.4	2.4	-7	-0.7	1.0	-269	4	-3	0.2
Cc1ccc(C)c(-n2c(SCC(=O)N3CCC(C(=O)O)CC3)nnc2-c2cccc(Cl)c2)c1	-1.2	-0.1	0.0	-1.5	1	-1.4	0.9	4	0	-8	0.1
NS(=O)(=O)c1ccc(NC(=O)c2ccc(CSc3ccccc3)o2)cc1	-2.2	-1.3	-2.1	-1.6	-2	-1.0	0.4	-7	-3	10	0.3
CC1CN(C(C)C)C(=S)N(c2ccccc2)C1=O (stereo not drawn)	0.8	0.0	-2.2	1.0	3	-1.2	1.7	4	6	0	-0.4
CCOc1ccc2c(c1)nc(SCC(=O)c1ccc(Br)s1)n2C	-3.7	1.3	-1.4	0.6	25*	-2.0	-2.6	-2	1	4	-2.4
O=C(Nc1ccc2c(c1)OCCO2)C1c2ccccc2OCC(=O)N1CC(F)(F)F (stereo not drawn)	·	0.8	-0.6	-0.8	1	-0.8	·	-2	-3	7	-1.3
CCN(CC)C(=O)c1cccc(-c2csc(C(C)(O)c3ccccc3)n2)c1 (stereo not drawn)	-1.8	-1.3	-3.6	1.4	-8	-1.4	·	0	-4	-12	-3.2
C[C@]12C=CC(=O)C=C1CCC1C2CC[C@@]2(C)C1CCC21OCCO1 (stereo partly drawn)	0.1	-2.2	0.2	1.5	-3	-0.7	1.1	1	0	3	-2.7
NC(=O)COc1ccc(NC(=O)OCc2ccccc2)cc1	2.6	1.4	-0.6	-1.4	1	-0.3	-0.1	-2	0	0	0.1
COC(=O)c1cc2c(c3c4cc(F)ccc4n(S(=O)(=O)c4ccc(C)cc4)c13)C(=O)N(Cc1ccccc1OC)C2	·	-0.6	-0.2	-1.7	6	-0.1	·	-11	-6	6	-0.1
COCCn1c(SCC(=O)Nc2ccc(OC)c(S(N)(=O)=O)c2)nc2ccccc2c1=O	0.3	-1.0	-1.1	-0.1	-6	-1.0	0.7	-9	0	6	-0.5
CCN(c1ccccc1)S(=O)(=O)c1ccc(C(=O)Nc2cccc(NC(C)=O)c2)cc1	-1.6	-2.7	-1.7	-0.4	-3	-0.9	-0.6	2	-4	-32	-2.7
CCCCN1Cc2ccccc2Oc2cc(Br)ccc2S1(=O)=O	0.3	-2.8	-0.3	3.0	-2	-1.0	-2.3	0	1	-3	0.1
CCN1C(=O)N[C@@H](c2ccccc2)[C@H](C(C)=O)[C@H]1C	3.0	4.0	0.7	-2.7	-2	-1.0	0.7	4	3	6	0.3
COC(=O)c1ccc(COC(=O)C(CCSC)NC(=O)COc2ccccc2)cc1 (stereo not drawn)	0.8	4.0	-1.8	-0.1	-7	-0.3	0.6	-14	-4	-10	0.2
COc1ccc2c(c1OC)C(=O)OC2Nc1nc(-c2cc3cc(Br)ccc3oc2=O)cs1 (stereo not drawn)	3.8	11*	0.7	-0.9	1	-0.6	4.8*	-273	9.2*	1	2.1
C=CCN1C(=O)[C@@H](CC(=O)NCCCCc2ccccc2)[C@]2(C(=O)OC)CCCCC=C12	·	0.9	-0.1	·	3	-1.6	·	-2	-3	-9	-0.1
N#Cc1ccc(NCC(=O)N2CCN(S(=O)(=O)c3ccccc3)CC2)cc1	-2.4	-1.4	0.0	0.2	-4	-1.1	0.2	-3	-2	-3	0.1
CCn1c(C)nc2cc(C(=O)NNS(=O)(=O)c3ccccc3F)ccc21	4.9	1.6	-0.2	0.2	-4	-1.3	0.9	2	1	12	-0.1
COCCCNC(=O)CC1C[C@H](C(=O)N2CCCCC2)[C@@]2(C)c3[nH]c4ccccc4c3CCN2C1=O (stereo partly drawn)	-2.8	-0.2	0.1	-1.2	9	-1.3	-1.1	-3	-3	13	-0.1
COc1cc(-c2ccc3oc(-c4cccc(C)c4)c(C#CC4(O)CCCCC4)c3c2)cc(OC)c1OC	3.7	1.0	-2.2	2.5	4	-1.0	1.0	i	-1	-1	-0.4
CCCCNC(=O)COC(=O)c1ccccc1F	0.9	2.3	-0.8	-3.0	-3	-1.2	1.7	-2	-3	3	0.1
CCCCCN(C(=O)CCC(=O)OC(C)C(=O)c1ccccc1)c1c(N)n(CCCC)c(=O)[nH]c1=O (stereo not drawn)	1.1	2.3	-0.6	-0.7	-6	-1.2	-0.2	2	3	3	1.6
COc1ccc2nc(SCC(=O)Nc3cc(C)on3)[nH]c2c1	-0.4	3.2	2.2	-2.8	-1	-1.3	1.4	4	0	-1	-0.2
Cn1nnnc1SCC(=O)Nc1ccc(S(=O)(=O)N2CCOCC2)cc1	0.9	4.0	-0.7	-1.0	5	-2.2	1.2	-4	-3	-2	-0.1
Cn1c(CSc2ncccn2)nnc1SCC(=O)N1CCCc2ccccc21	-3.7	-1.7	-0.9	0.4	4	-0.2	-0.4	1	0	1	-0.6
CCC(c1nnnn1CCOC)N1CCN(C(=O)c2ccco2)CC1 (stereo not drawn)	-0.6	0.2	-1.5	0.3	8	-1.0	0.5	-3	0	1	0.5
Cc1ccc2nc(C)cc(Cl)c2c1	3.1	-1.4	-1.0	-1.1	-1	-1.6	1.2	0	-1	0	0.1
COc1ccc(-c2noc(-c3ccccc3-c3ccccc3)n2)cc1OC	1.5	-2.3	0.4	-1.4	4	-0.7	1.4	1	-4	2	-0.7

Source: PubChem
